Abeta yeast res: restores growth of yeast expressing A-beta42 peptide | yeast expressing A-beta42, growth rescue, OD600, 48 h; response scale: 0% DMSO, 100% iron-clioquinol control | Potency, µM (top dose mostly 46.1 µM), for the others: at the highest dose growth rescue, usual class: activators | 0.063% of 410,000 active; also: potency is read from the fitted curve at half-maximal effect; nearly all actives have a fitted effect of over 55% in size
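Growth rescue measured by 600 nm absorbance after 48 h yeast culture at 30 C with compound. Values normalized between DMSO and an equimolar ferric chloride plus clioquinol control.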
Nrf2 ARE act: Nrf2 pathway activation; AREc32 ARE-luciferase reporter (MCF7-derived line), luminescence, 24 h; Potency, µM (top dose mostly 46.1 µM), for inactives: at the highest dose activation, most hits filed as activators; 0.31% of 410,000 active; also: potency is read from the fitted curve at half-maximal effect; % of control where 0% means no effect; nearly all actives have a fitted effect of over 65% in size
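Each well held 1000 AREc32 cells, which were incubated with compound for 24 hr at 37 deg C after overnight attachment, and ARE reporter activity was quantified by firefly luciferase luminescence.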
Nrf2 inh: blocks Nrf2 signaling; A549 ARE-Fluc reporter, luciferase luminescence, 18-24 h; Potency, µM (top dose mostly 46 µM), for inactives: at the top dose activity change, negative = inhibition, hits mostly inhibitors; 2.1% of 360,000 active; also: potency is read from the fitted curve at half-maximal effect; % is scaled to controls: 0 for no effect and ±100 for the full control effect; nearly all actives have a fitted effect of over 60% in size
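A549 ARE_Fluc cells, 5000/well, 5% FBS OPTI-MEM; compounds in dose-response, 18-24 h at 37 °C/5% CO2; CellTiter-Fluor viability read (Ex 405/Em 525), then BugLite luciferase luminescence = Nrf2 activity.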
HepG2 viability: counter-screen for TGF-b inhibitors: cytotoxicity in HepG2 cells | 0.76% of 410,000 active | Potency, µM (top dose mostly 46.1 µM), for the others: top-dose activity change, negative = cytotoxicity, most hits filed as cytotoxic | AID 588856 | HepG2 CAGA-GFP viability, ATP luminescence, 18 h; also: potency is read from the fitted curve at half-maximal effect; some results filed as inactive show a strong effect at the top dose
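CellTiter-Glo luminescence gave cytotoxicity after 18 hours at 37 degrees C. The cells were HepG2 CAGA-GFP in 1% FBS DMEM, stimulated with 500 pg/mL TGF-beta after compound addition. %Activity was normalised to no-cell wells (complete cell-killing) and DMSO (no toxicity), and curves were fitted and classified.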
A549 tox: kills or reduces viability of A549 cells in Nrf2 counter-screen. A549 ARE-Fluc cells, CellTiter-Fluor viability, 18-24 h. Potency, µM (highest dose often 46 µM), for the others: top-dose activity change, negative = cytotoxicity, hits mostly inhibitors. 0.16% of 390,000 active. AID 504648; also: potency is read from the fitted curve at half-maximal effect; % is scaled to controls: 0 for no effect and ±100 for the full control effect
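A549 ARE_Fluc cells in 5% FBS OPTI-MEM were exposed to compounds in concentration-response for 18-24 h at 37 deg C. Viability was read by CellTiter-Fluor fluorescence (Ex 405/Em 525) after 30 min, before the luciferase read.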
pAkt inh: inhibitors of Akt phosphorylation; Neuro2A IGF-stimulated pAkt S473 HTRF, 20 min; stronger effect = lower value; activity change, % for hits at 50 µM; 0.32% of 360,000 active; AID 651550; in the data active = activity change below about -80%; inconclusive = mostly about -51% to -80%; also: % is scaled to controls: 0 for no effect and ±100 for the full control effect
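Neuro2A cells in DMEM with 0.5% FBS, overnight at 37 deg C, given compound at single 50 µM final, then IGF (6 nM final) for 20 min at 37 deg C. Lysed; phospho-Akt Ser473 by HTRF after 24 h, 665/615 ratio.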
CCT modulator: cytosolic chaperonin activity modulation | purified chaperonin ATPase assay, HTRF ADP detection, 30 min | activity change, % (no concentration beside the values), hits read low | 0.3% of 360,000 active | AID 651819; in the data active = activity change below about -30%; also: % is scaled to controls: 0 for no effect and ±100 for the full control effect
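We incubate TRiC, 40 or 20 nM final, with library compounds at 76 uM and 10 uM ATP for 30 min at 37 °C. ADP formed is detected with Transcreener HTRF reagents after 30 min at room temperature.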
TGFb SMAD3 inh: inhibitors of TGF-b signaling. 1.2% of 410,000 active. AID 588855. Potency, µM (highest dose often 46.1 µM), for the others: at the highest dose activity, negative = inhibition, hits mostly inhibitors. HepG2 CAGA-GFP TGF-b/SMAD3 reporter, GFP fluorescence, 18 h; TGF-beta stimulated, 500 pg/mL final; also: potency is read from the fitted curve at half-maximal effect; % is scaled to controls: 0 for no effect and ±100 for the full control effect; nearly all actives have a fitted effect of over 65% in size
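Per well, imaged GFP fluorescence of HEPG2 CAGA-GFP cells gives the signal; cells get compound, then TGF-beta (500 pg/mL final), 18 h at 37 degrees C; %Activity versus -TGF-beta and +DMSO controls.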
MmCpn inh: inhibitors of Methanococcus maripaludis chaperonin (MmCpn) | purified Mm-Cpn ATPase, ADP Transcreener TR-FRET | Potency, µM (titrated, usually from 76.9 µM), for the others: at the top dose activity, negative = inhibition, most hits filed as inhibitors | 0.031% of 330,000 active | AID 504842; also: potency is read from the fitted curve at half-maximal effect; % is scaled to controls: 0 for no effect and ±100 for the full control effect; nearly all actives have a fitted effect of over 80% in size
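25 nM Mm-CPN + cpd, 10 min 37°C; + 10 uM ATP, 30 min 37°C; buffer 30 mM Tris pH 7.4, 100 mM KCl, 5 mM MgCl2, 1 mM DTT; Transcreener ADP HTRF detection 30 min RT.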
An asterisk follows results filed as active; i = inactive; ? = inconclusive; . = no result given; & = joins results of further samples; [ ] = another dose, or the depositor's remark. Unless noted, calls follow the shape of the dose curve; as a rule, active = well fitted curve in the direction sought with a large enough effect; inconclusive = small, poorly fitted or top-dose-only effect, or another doubt; inactive = no such curve, though single readings can be large; an effect the other way counts as inactive or inconclusive.

Below each SMILES – Abeta yeast res, Nrf2 ARE act, Nrf2 inh, HepG2 viability, A549 tox, pAkt inh, CCT modulator, TGFb SMAD3 inh, MmCpn inh
> CCO/C(C)=N/n1c2nc3ccccc3nc2c2c(=O)n(Cc3ccccc3Cl)c(C)nc21
  1%, 0.0%, 8%, -17%, -9%, i, -0.6, -9%, 2%
> Cc1nc(Cl)sc1C(=O)Nc1ccc(Cl)cc1
  5%, ?, ?, 13%, 3%, i, -0.5, -9%, 1%
> Cc1ccc(/C=C/S(=O)(=O)NCC(=O)OCC(=O)Nc2ccc(C(N)=O)cc2)cc1
  3%, -0.4%, 1%, 11%, -2%, i, 0.4, -7%, 1%
> CC1CCCN(C(=O)/C(=C/c2ccco2)NC(=O)c2ccccc2)C1 (stereo not given)
  23%, 0.0%, -14%, -10%, -14%, i, 1.5, 6%, 1%
> CC(C(=O)NCC1CCCO1)n1cccc1C(=O)c1ccccc1 (stereo not given)
  14%, -0.8%, -9%, 5%, -7%, i, -0.4, -9%, 2%
> CC(C)Cc1ccc(C(C)C(=O)N2CCOCC2)cc1 (stereo not given)
  -3%, 0.1%, ?, 1%, 3%, i, 0.5, -22%, -1%
> COc1ccc(S(=O)(=O)N2CC(C)N(S(=O)(=O)c3ccc(OC)cc3)CC2C)cc1 (stereo not given)
  -3%, -0.4%, 2%, 26%, -4%, i, 0.7, 18%, -5%
> O=C(Cn1cc(-c2ccccn2)nn1)NS(=O)(=O)c1cccc(OC(F)F)c1
  -7%, 0.5%, ., 4%, ., i, -0.7, 15%, .
> COC(=O)c1ccc(NC(=O)CCS(=O)(=O)c2ccc(Br)cc2)cc1
  -22%&-3%, 0.1%&-0.3%, -28%&21%, -2%&-23%, 4%&-5%, i, 0.2, -2%&-23%, -2%
> Cc1ccc(-c2nn(CC(=O)N(C)C)c(=O)c3ccccc23)cc1S(=O)(=O)N(C)C
  17%, -0.8%, 1%, 4%, -6%[1.84 µM], i, -1.1, 12%, 2%
> O=C(NC1CCCCCCC1)c1cc(-c2ccccn2)nc2ccccc12
  7%, 0.2%, 19%, 7%, -3%, i, -0.6, -4%, 1%
> CCOc1cc(C(=O)Nc2ccc3oc(-c4ccc(F)cc4Cl)nc3c2)cc(OCC)c1OCC
  14%, 3.1%, ?, -11%, 2%, ., ., -8%, .
> COC(=O)Cc1[nH]nc2c1C1(CCSCC1)C(C#N)=C(N)O2
  4%, 0.0%, 2%, 3%, 0%, i, -2.0, 0%, 2%
> CCCC(/C=C/c1ccc(OC(C)=O)cc1)=C1/c2ccccc2C(=O)N1c1ccccc1
  -13%, 11µM*, -6%, -15%, -13%, i, -5.2, ?, -3%
> O=c1c(N2CCc3ccccc3C2)csc2ccc(Cl)cc12
  9%, 4.9%, ., -26%, -15%, ., ., -1%, .
> COc1ccc(/C=C(/NC(=O)c2ccc(C)cc2)C(=O)NCC2CCCO2)cc1 (stereo not given)
  -10%, 0.8%, -2%, -7%, 1%, i, -4.8, -6%, -2%
> Cc1nc2cccc(C)n2c(=O)c1Cl
  5%, -0.4%, 5%, 6%, 1%, i, 0.3, -1%, 0%
> COc1ccccc1CC1(C)NC(=O)N(CC(=O)N2CC(C)OC(C)C2)C1=O (stereo not given)
  -5%, -0.6%, 13%, 0%, 1%, i, -1.0, 7%, -8%
> CC1(C(=O)NS(=O)(=O)c2cccc(F)c2)CCN1C(=O)Cc1ccc(-c2ccccc2)cc1 (stereo not given)
  1%, 0.3%, ., -3%, ., i, 0.3, 21%, .
> C(=C\c1ccccc1)/CN1CCN(C(c2ccnc3ccccc23)c2nnnn2C2CCCCC2)CC1 (stereo not given)
  13%, 1.1%, ., -1%, ., i, 0.7, 11µM*, .

Reformatted: 3 of the compounds above
> COC(=O)Cc1[nH]nc2c1C1(CCSCC1)C(C#N)=C(N)O2
  Abeta yeast res: 4%
  Nrf2 ARE act: 0.0%
  Nrf2 inh: 2%
  HepG2 viability: 3%
  A549 tox: 0%
  pAkt inh: i
  CCT modulator: -2.0
  TGFb SMAD3 inh: 0%
  MmCpn inh: 2%
> CCCC(/C=C/c1ccc(OC(C)=O)cc1)=C1/c2ccccc2C(=O)N1c1ccccc1
  Abeta yeast res: -13%
  Nrf2 ARE act: 11µM*
  Nrf2 inh: -6%
  HepG2 viability: -15%
  A549 tox: -13%
  pAkt inh: i
  CCT modulator: -5.2
  TGFb SMAD3 inh: ?
  MmCpn inh: -3%
> O=c1c(N2CCc3ccccc3C2)csc2ccc(Cl)cc12
  Abeta yeast res: 9%
  Nrf2 ARE act: 4.9%
  Nrf2 inh: .
  HepG2 viability: -26%
  A549 tox: -15%
  pAkt inh: .
  CCT modulator: .
  TGFb SMAD3 inh: -1%
  MmCpn inh: .

Next part
Below each SMILES – Abeta yeast res, Nrf2 ARE act, Nrf2 inh, HepG2 viability, A549 tox, pAkt inh, CCT modulator, TGFb SMAD3 inh, MmCpn inh
> CC1CCC(NC(=O)COc2ccc(C(=O)c3ccccc3)cc2)CC1 (stereo not given)
  13%, -0.4%, 18µM*, -34%, 4%, i, -45*, -23%, 3%
> CCCn1c(N)c(C(=O)CSc2nnc(-c3c[nH]c4ccccc34)n2C2CC2)c(=O)[nH]c1=O
  -6%, -0.7%, 4%, -4%, 0%, i, -1.6, -10%, -1%
> CN(CC(=O)Nc1nc2ccccc2s1)S(=O)(=O)c1ccc(Cl)cc1
  8%, 4.9%, -4%, -21%, ., i, -0.1, ?, -1%
> CCN1C[C@@H]2[C@@H]3C(=O)N(Cc4ccccc4)C(=O)[C@@H]3[C@](C)(C1=O)N2C(=O)c1ccc(Cl)c(Cl)c1
  1%, -0.2%, 8%, -26%, -7%, i, 0.5, ?, .
> Cc1ccccc1N1C(=O)[C@@H]2Cc3ccccc3CN2C1=O
  -2%, -0.9%, 8%, -8%, -3%, i, -5.1, -20%, 0%
> CC(OC(=O)CNC(=O)c1ccc2c(c1)OCO2)C(=O)NCCC1=CCCCC1 (stereo not given)
  17%, 0.6%, -14%, 10%, -11%, i, -1.0, 5%, -1%
> CCOc1ccc(NC(=O)Cn2c(CCC(=O)O)ccc2-c2ccc(Cl)cc2)cc1
  -6%, -1.3%, -13%, -7%, -6%, ., ., 1%, .
> COc1cc(OC)cc(C(=O)N2CCN(Cc3ccc4c(c3)OCO4)CC2)c1
  -4%, -0.5%, -15%, 1%, -6%, i, -10, -14%, -1%
> CCCCC(=O)Nc1ncc2c(n1)CC(C)(C)CC2=O
  8%, 0.8%, 18%, -7%, 1%, i, -0.4, ?, 2%
> Cc1nnc(SCc2ccccc2C#N)n1-c1ccccc1
  12%, -0.7%, 8%, 0%, 17%, i, 0.3, 5%, 1%
> O=C(OCc1cc(=O)n2nc(C3CC3)sc2n1)c1ccc(F)cc1
  -16%, 13%, ?, -4%, 0%, ., ., -14%, .
> Cc1nn2c(C(F)(F)F)cc(-c3ccc(OC(C)C)cc3)nc2c1C#N
  -12%, 16%, 9%, -17%, 0%, ., ., -21%, .
> CCc1cc(=O)oc2cc(OCC(=O)N3CCC[C@H]3C(=O)O)ccc12
  -15%, 0.1%, -6%, -1%, 8%, i, -28, -7%, 0%
> Cc1cccc2nc(CSc3nc4ccc([N+](=O)[O-])cc4[nH]3)cn12
  -7%, 0.0%, -13%, -45%, 2%, i, -1.1, 3%, 0%
> Cc1ccc(C)c2sc(NC(=O)c3ccc(N4C(=O)CCC4=O)cc3)nc12
  0%, -0.5%, 0%, -38%, 8%, i, -1.6, 4%, ?
> COC(CNC(=O)CNC(=S)N(Cc1ccccc1)Cc1cccs1)OC
  -5%, 2.2%, 8%, -12%, 2%, i, 1.7, -6%, -2%
> CCOC(=O)c1cccc(NC(c2nnc(-c3ccccc3)o2)c2ccccc2F)c1 (stereo not given)
  -3%, 7.9%, -6%, -14%, -2%, ., ., -38%, .
> COCc1cc(=O)[nH]c(Sc2c(-c3ccccc3)c3ccc(Cl)cc3[nH]c2=O)n1
  6%, 0.0%, 6%, -9%, 6%, i, 1.9, 5%, 0%
> CCOc1ccc(Nc2c3c(nc4nncn24)CCC3)cc1
  6%, 1.1%, -6%, -21%, -10%, ., ., ?, .
> Cc1ccc(CNC(=O)C2CCCN2S(=O)(=O)c2ccc(Cl)cc2)cc1 (stereo not given)
  28%, -0.5%, ?, 11%, 0%, i, 1.5, 2%, 0%
> Cc1cccnc1NC(=S)NCCc1ccccc1
  18%, 7.4%, ?, -21%, -4%, i, 0.9, ?, -1%
> Cc1ccc(C2=NN(CCC(=O)NCCc3cccc(C)c3)C(=O)CC2)cc1
  -23%, 4.9%, ., -15%, 2%, ., ., ?, .
> COc1cc(/C=C2/C(=N)N3C(SC)=NSC3=NC2=O)ccc1OC(=O)c1ccco1
  -11%, 5.0%, ?, -30%, 1%, i, -3.9, 12%, 1%
> CCN(CC)S(=O)(=O)c1ccc(OC)c(NC(=O)c2cn(CC)c3nc(C)ccc3c2=O)c1
  15%, 0.3%, -1%, 4%, 0%, i, -1.2, -5%, 1%
> COC(=O)Cc1ccc(NC(=O)c2ccccc2Cl)cc1
  0%, -1.1%, ?, 1%, 5%, i, 0.1, -6%, 1%
> CCCCOc1ccc(C(=O)NCCc2csc3nc(-c4ccccc4F)nn23)cc1
  8%, 0.8%, ., -16%, 8%, ., ., -7%, .
> O=C(Nc1ccc2c(c1)oc1ccccc12)c1ccncc1
  -16%, 4.7%, 4%, -10%, -6%, ., 0.2, 24%, -6%
> CC(=O)Nc1ccc(-c2ccnc3c2CC(C)(C(=O)NCCc2ccccc2)O3)cc1 (stereo not given)
  -16%, 0.0%, ., -9%, ., i, -2.7, 16%, .
> Cc1ccc(NC(=O)C2COc3ccccc3O2)cc1C (stereo not given)
  6%, 7.3%, ?, -16%, 0%, i, -6.2, 5%, -2%

Screening results (PubChem BioAssay)
